Screens from PubChem.
CRFBP-R2 agonist: agonists of human CRF-binding protein/CRF-R2 receptor complex; HEK293 CRF-R2/CRF-BP, calcium dye fluorescence (FLIPR); percent of saturating CRF peptide response; activation, % at 13.2 µM; hit rate 0.46% among 350,000;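 active means activation of at least 50%, plus an integration ratio under a set limit after plate pattern correction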;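 further: plate controls were neutral control wells without compound for no effect and CRF at EC100 for full effect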
CHRM4 antagonist: CHRM4 antagonism in calcium assay | P08173 | CHO-hM4 cells, ACh EC80, Fluo-8 calcium fluorescence | inhibition, % at 3 µM | hit rate 0.73% among 360,000 | AID 624125;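 active means inhibition above its plate's cutoff, the mean inhibition of sample wells plus 3 SD, cut at about 27% in these data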;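 further: 0% = acetylcholine EC80 with DMSO and 100% = DMSO without agonist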
Target sequence (P08173 whole entry, looked up): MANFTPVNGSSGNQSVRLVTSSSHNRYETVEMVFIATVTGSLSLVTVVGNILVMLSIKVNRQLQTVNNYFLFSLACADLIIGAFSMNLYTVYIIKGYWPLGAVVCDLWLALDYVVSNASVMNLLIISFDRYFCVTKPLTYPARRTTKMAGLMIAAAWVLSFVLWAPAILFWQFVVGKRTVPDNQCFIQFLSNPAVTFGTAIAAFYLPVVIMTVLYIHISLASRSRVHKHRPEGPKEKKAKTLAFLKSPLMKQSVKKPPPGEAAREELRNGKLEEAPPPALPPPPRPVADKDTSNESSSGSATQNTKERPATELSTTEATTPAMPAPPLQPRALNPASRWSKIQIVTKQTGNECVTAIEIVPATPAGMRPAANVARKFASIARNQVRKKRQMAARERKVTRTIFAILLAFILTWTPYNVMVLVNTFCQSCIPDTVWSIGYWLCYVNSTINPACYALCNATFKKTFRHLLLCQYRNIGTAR
M4 PAM: positive allosteric modulators of human muscarinic M4 receptor; P08173; CHO-K1 hM4/Gqi5, Fluo-8 calcium fluorescence, ACh EC20; 0% = ACh EC20, 100% = maximal ACh; activation, % at 3 µM; hit rate 0.4% among 360,000; AID 624126;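 active means activation above its plate's cutoff, the mean activation of sample wells plus 3 SD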; further: some results filed as inactive read as strong as hits
CRFR2-BP antag: blocks CRF-induced signaling of the CRF-BP/CRF-R2 complex. HEK293 CRF-R2/CRF-BP, CRF-induced calcium fluorescence. inhibition, % at 11.8 µM. hit rate 0.59% among 350,000. AID 588475;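 active means inhibition of the ligand-induced calcium signal above about 50% at the single tested concentration, limit read from the data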
M4 ag: CHRM4 agonism in calcium assay | CHO-K1 hM4/Gqi5, Fluo-8 calcium fluorescence; vehicle 0%, full acetylcholine response 100% | AID 624127 | hit rate 0.14% among 360,000 | activation, % at 3 µM;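 active means activation above the run mean over all test wells plus 3 SD, cut at about 32% in these data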;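 further: peak over basal fluorescence ratio per well then scaled between controls; 0% = DMSO wells and 100% = acetylcholine at EC100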
M5 ag: CHRM5 agonism in calcium assay. P08912. CHO-K1 hM5 cells, Fluo-8 calcium fluorescence; 0% DMSO wells, 100% maximal acetylcholine response. activation, % at 3 µM. hit rate 0.19% among 360,000. AID 624037;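 active means activation above the run's mean over test compounds plus 3 SD, cut at about 23% in these data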;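 further: signal is peak over basal fluorescence ratio across the kinetic read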
Target sequence (P08912 whole entry, looked up): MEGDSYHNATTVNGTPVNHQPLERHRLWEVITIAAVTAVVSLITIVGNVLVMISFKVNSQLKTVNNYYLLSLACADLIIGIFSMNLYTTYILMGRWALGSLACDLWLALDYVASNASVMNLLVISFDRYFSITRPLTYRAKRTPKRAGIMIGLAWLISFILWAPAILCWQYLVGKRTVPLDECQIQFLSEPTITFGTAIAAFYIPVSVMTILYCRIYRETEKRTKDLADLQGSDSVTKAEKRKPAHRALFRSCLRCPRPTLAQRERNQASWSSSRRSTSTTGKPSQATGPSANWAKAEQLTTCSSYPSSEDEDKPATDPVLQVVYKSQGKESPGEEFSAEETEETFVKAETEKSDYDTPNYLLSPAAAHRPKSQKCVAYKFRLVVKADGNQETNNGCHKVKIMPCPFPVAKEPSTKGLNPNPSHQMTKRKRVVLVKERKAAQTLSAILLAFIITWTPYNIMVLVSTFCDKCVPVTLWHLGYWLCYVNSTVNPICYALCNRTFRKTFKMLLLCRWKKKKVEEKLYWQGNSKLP
CHRM5 antagonist: antagonists of human muscarinic M5 receptor (CHRM5); CHO-hM5 cells, Fluo-8 calcium fluorescence, ACh EC80; P08912; hit rate 0.59% among 360,000; inhibition, % at 3 µM;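 active means inhibition above a per-plate cutoff, the mean of that plate's test compounds plus 3 SD, cut at about 27% in these data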;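 further: 0% = acetylcholine EC80 with DMSO and 100% = DMSO without agonist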
IDE inh: inhibitors of human insulin-degrading enzyme in cells; P14735; HEK cells, FAbetaB cleavage, fluorescence polarization; inhibition, % at 5.59 µM; hit rate 0.41% among 320,000;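 active means percent inhibition above the average of all tested compounds plus 3 SD, set per screening campaign, cut at about 16% in these data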;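 further: IDE supplied by intact live HEK cells; FP after avidin binding of uncleaved biotin substrate so inhibition keeps polarization high; 0% = DMSO wells and 100% = 60 µM reference IDE inhibitor Ii1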
CHRM5 PAM: potentiates acetylcholine response at human M5 receptor | hit rate 0.3% among 360,000 | P08912 | activation, % at 3 µM | CHO-K1 hM5, Fluo-8 calcium, ACh EC20 PAM; 0% = ACh EC20, 100% = ACh EC100;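 active means activation above the run cutoff, the mean activation of all test compounds plus 3 SD, cut at about 18% in these data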
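System: CHO-K1 cell line with stable human muscarinic M5 receptor expression | Also added: EC20 acetylcholine as agonist stimulus | Compound: One concentration, 3 µM final (nominal) | Timing: Fluo-8 loading 80 min at 37 °C plus 30 min room temperature | Measured by: Fluo-8 calcium dye fluorescence, kinetic read | Read-out basis: % activation, ACh-normalized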
The depositor's hits bear a star; · = not tested or not shown.

SMILES	CRFBP-R2 agonist	CHRM4 antagonist	M4 PAM	CRFR2-BP antag	M4 ag	M5 ag	CHRM5 antagonist	IDE inh	CHRM5 PAM
O=C(Nc1cccc(Cl)c1)Nc1ccc(Br)cc1F	12	25	-16	4	7	1	16	7	-14
Cc1nc(NC(=O)c2ccc3c(c2)OCO3)ccc1Br	0.2	12	-5	-4	0	2	6	2	4
CN=c1sc2c(n1C)C(=O)c1ccccc1C2=O	-1.0	4	4	2	1	4	6	·	12
O=[N+]([O-])c1ccc2nc(-c3ccccc3[N+](=O)[O-])[nH]c2c1	-0.4	-19	13	45	5	-1	-3	2	3
Cc1ccc(S(=O)(=O)N2CCC(C(=O)OCC(=O)N(Cc3ccccc3)C(C)C)CC2)cc1C	0.1	9	-6	7	2	-1	-3	·	-4
CC1(Cc2ccc(S(C)(=O)=O)cc2)C(=O)Nc2ccc(Cl)cc21 (stereo not given)	·	0	-3	·	1	1	3	·	-3
C/C(=N\NC(=O)CCc1ccc(S(=O)(=O)N2CCOCC2)cc1)c1ccc(Br)cc1	-5.3	2	-2	-12	1	-3	16	-2	-4
CC(C)(C)OC(=O)CN1c2cccc3cccc(c23)S1(=O)=O	-1.0	1	-6	2	1	-2	-4	-3	-8
O=S1(=O)CCC(NC(=S)N2CCOCC2)C1 (stereo not given)	-2.8	-6	6	3	1	0	-8	2	9
COc1cc(O)c(C(=O)O)c(CCc2ccccc2)c1	-3.2	-9	5	9	-1	0	-7	·	-1
Cc1cccc(NC(=O)Cn2nnc(C(=O)NCc3ccco3)c2N)c1	0.5	5	3	-8	1	-2	-4	-1	4
COc1ccc(-c2csc(/N=C/N(C)C)n2)cc1OC	2.0	-2	-7	-3	12	1	18	0	-15
COc1ccc(CNC(=O)C(OC(C)=O)c2ccccn2)cc1 (stereo not given)	-0.3	5	0	5	0	-2	-8	3	9
CCC(C(=O)c1ccc(O)cc1)c1ccccc1 (stereo not given)	-0.7	-2	-1	13	2	-8	4	-7	-2
CCOC(=O)CCC(=O)Nc1ccc([N+](=O)[O-])cc1C	-5.8	7	-2	49	0	-1	16	2	-4
CSc1ccccc1C(=O)Nc1nccs1	-0.3	-1	4	-13	1	3	-4	-7	3
CC(=O)Oc1ccc(C(=O)OCC(=O)c2c(N)n(C)c(=O)n(C)c2=O)cc1OC(C)=O	9.2	1	5	-21	2	2	6	-3	7
O=C(C1CCN(S(=O)(=O)c2cc(Cl)ccc2Cl)CC1)N1CCCC1	-0.2	-14	4	-7	4	-2	19	6	-1
COCCNC(=O)CCCn1c(=O)c2cc(OC)c(OC)cc2n(CC(=O)Nc2ccc(F)cc2)c1=O	0.6	2	6	8	0	-2	5	-6	3
COc1ccc([N+](=O)[O-])cc1NC(=O)CC1SC(=Nc2cccc(C)c2C)N(/N=C(\C)c2ccc(C)cc2)C1=O (stereo not given)	-0.1	1	1	3	2	-2	1	-2	3
COc1ccccc1N(CC(=O)Nc1ccc(Br)cc1F)S(=O)(=O)c1cccs1	2.9	-3	-8	11	1	-5	-8	·	3
Cc1cc(C)cc(N(CC(=O)NC2CCCCC2)C(=O)c2ccc(C)s2)c1	0.4	-2	4	5	0	5	-4	1	6
Cc1[nH]c2ccccc2c1C(=O)C(=O)NC1CC(=O)N(c2ccc(F)cc2)C1 (stereo not given)	1.2	-5	-3	-13	5	-1	10	7	-2
O=C(O)c1ccc2c(c1)C(=O)N(C(Cc1ccccc1)C(=O)O)C2=O (stereo not given)	0.3	-2	4	-4	1	3	-4	1	2

Sorted by molar mass (ascending): some entries from above
SMILES	CRFBP-R2 agonist	CHRM4 antagonist	M4 PAM	CRFR2-BP antag	M4 ag	M5 ag	CHRM5 antagonist	IDE inh	CHRM5 PAM
CSc1ccccc1C(=O)Nc1nccs1	-0.3	-1	4	-13	1	3	-4	-7	3
O=S1(=O)CCC(NC(=S)N2CCOCC2)C1 (stereo not given)	-2.8	-6	6	3	1	0	-8	2	9
CCOC(=O)CCC(=O)Nc1ccc([N+](=O)[O-])cc1C	-5.8	7	-2	49	0	-1	16	2	-4
COc1ccc(-c2csc(/N=C/N(C)C)n2)cc1OC	2.0	-2	-7	-3	12	1	18	0	-15
COc1ccc(CNC(=O)C(OC(C)=O)c2ccccn2)cc1 (stereo not given)	-0.3	5	0	5	0	-2	-8	3	9
O=C(O)c1ccc2c(c1)C(=O)N(C(Cc1ccccc1)C(=O)O)C2=O (stereo not given)	0.3	-2	4	-4	1	3	-4	1	2
Cc1cccc(NC(=O)Cn2nnc(C(=O)NCc3ccco3)c2N)c1	0.5	5	3	-8	1	-2	-4	-1	4
Cc1[nH]c2ccccc2c1C(=O)C(=O)NC1CC(=O)N(c2ccc(F)cc2)C1 (stereo not given)	1.2	-5	-3	-13	5	-1	10	7	-2
Cc1cc(C)cc(N(CC(=O)NC2CCCCC2)C(=O)c2ccc(C)s2)c1	0.4	-2	4	5	0	5	-4	1	6
O=C(C1CCN(S(=O)(=O)c2cc(Cl)ccc2Cl)CC1)N1CCCC1	-0.2	-14	4	-7	4	-2	19	6	-1
CC(=O)Oc1ccc(C(=O)OCC(=O)c2c(N)n(C)c(=O)n(C)c2=O)cc1OC(C)=O	9.2	1	5	-21	2	2	6	-3	7
COc1ccccc1N(CC(=O)Nc1ccc(Br)cc1F)S(=O)(=O)c1cccs1	2.9	-3	-8	11	1	-5	-8	·	3
COCCNC(=O)CCCn1c(=O)c2cc(OC)c(OC)cc2n(CC(=O)Nc2ccc(F)cc2)c1=O	0.6	2	6	8	0	-2	5	-6	3
COc1ccc([N+](=O)[O-])cc1NC(=O)CC1SC(=Nc2cccc(C)c2C)N(/N=C(\C)c2ccc(C)cc2)C1=O (stereo not given)	-0.1	1	1	3	2	-2	1	-2	3

(next part)
SMILES	CRFBP-R2 agonist	CHRM4 antagonist	M4 PAM	CRFR2-BP antag	M4 ag	M5 ag	CHRM5 antagonist	IDE inh	CHRM5 PAM
O=C(CCOc1ccccc1)Nc1ccc(Cl)c(S(=O)(=O)N2CCOCC2)c1	0.8	-11	3	-16	7	4	5	·	-3
C=CCn1c(=O)c(C(=O)OCC)c(O)c2ccccc21	-0.9	5	7	-4	-2	2	-1	-1	6
CCCCC(=O)Nc1ccc(C(=O)Nc2ccc(OC)cc2[N+](=O)[O-])cc1	117*	-1	-6	-165	2	-1	-1	4	0
O=C(CS(=O)(=O)c1cn(CC(=O)N2CCOCC2)c2ccccc12)NCc1ccccc1	1.1	3	-1	1	1	-4	2	5	1
COc1cc(/C=N/NC(=O)c2cc(-c3ccccc3C)nc3ccccc23)cc(OC)c1O	-0.7	-14	-4	2	7	0	0	4	-8
COc1ccccc1CNC(=O)c1ccc(OCc2c(C)noc2C)c(OC)c1	-0.2	9	3	9	1	-3	9	-5	-8
CCCNc1nc2c(c(=O)n(C)c(=O)n2C)n1CCC(C)C	-3.6	-5	-4	6	1	1	-2	0	-2
COc1ccc(S(=O)(=O)N2CCC(C(=O)Nc3cccc(Cl)c3)CC2)cc1OC	1.1	-4	7	-3	12	4	10	1	-10
CCOc1ccc(Nc2nc(N)nc(CN(C)C3CCCCC3)n2)cc1	0.4	-12	2	-6	0	-6	-9	2	2
O=C(COC(=O)c1n[nH]c2ccccc12)NC(=O)NC1CCCC1	1.6	9	2	8	4	8	5	5	-4
Cc1cccc(S(=O)(=O)NC(=O)C2(C)CCN2C(=O)Cc2ccc(-c3ccccc3)cc2)c1 (stereo not given)	·	3	1	·	-1	1	17	·	-2
Nc1cc(C2CCCC2)nn1-c1ccccc1	-0.8	5	-4	2	-1	-1	-5	0	3
COCCN(Cc1ccccc1)C(=S)Nc1ccc(Cl)cc1	-0.4	-9	-5	2	0	-6	5	-5	0
CC(C(=O)OCC(=O)Nc1cccc(S(=O)(=O)N(C)C)c1)N1C(=O)c2ccccc2C1=O (stereo not given)	-1.6	-2	-14	-4	15	4	8	-1	-9
CCN(CC(=O)NC1CCCC1)S(=O)(=O)c1ccc(Br)cc1	-3.8	2	0	-22	2	1	-1	-4	1
CCC(CC)C(=O)OCC(=O)C1(O)CCC2C3CCC4=CC(=O)CCC4(C)C3C(O)CC21C (stereo not given)	0.9	26	-12	-14	14	-6	12	·	-24
CCc1ccc(N(CC(=O)Nc2ccccc2C(=O)N2CCOCC2)S(C)(=O)=O)cc1	1.1	-4	-3	18	4	3	6	-3	-10
COc1ccccc1NC(=O)/C=C/c1cc([N+](=O)[O-])ccc1OC(F)F	-0.3	5	1	9	0	-6	14	5	-9
c1ccc(Nc2n[nH]nc2-c2ccccc2)cc1	-1.2	-11	6	-8	1	1	-7	2	2
CC1Cc2cc(S(=O)(=O)N3CCN(c4ccc(Cl)cc4)CC3)ccc2N1C(=O)C1CC1 (stereo not given)	2.5	-10	1	20	7	-2	9	6	-9
COc1ccc(NC(=O)CN2CCCCC2)cc1S(=O)(=O)N1CCCCC1	1.7	-3	4	-4	1	3	10	-4	-2
N#Cc1c2c(c(-c3ccccc3)[nH]c1=O)CCCC2	0.1	11	-3	-4	1	1	-12	·	6
CCc1ccccc1NC(=O)CN(C)C(=O)c1cc(C2CC2)nc2c1cnn2C(C)C	-2.5	-5	-1	0	1	1	-2	2	3
Cc1[nH]nc(SCC(=O)N2CCCCCC2)c1[N+](=O)[O-]	0.9	5	-6	19	0	-6	9	2	1

One compound at a time (already shown). Values in the order: CRFBP-R2 agonist, CHRM4 antagonist, M4 PAM, CRFR2-BP antag, M4 ag, M5 ag, CHRM5 antagonist, IDE inh, CHRM5 PAM
CCc1ccccc1NC(=O)CN(C)C(=O)c1cc(C2CC2)nc2c1cnn2C(C)C across the screens: -2.5, -5, -1, 0, 1, 1, -2, 2, 3
CCN(CC(=O)NC1CCCC1)S(=O)(=O)c1ccc(Br)cc1 across the screens: -3.8, 2, 0, -22, 2, 1, -1, -4, 1
COc1ccc(NC(=O)CN2CCCCC2)cc1S(=O)(=O)N1CCCCC1 across the screens: 1.7, -3, 4, -4, 1, 3, 10, -4, -2

(further entries)
SMILES	CRFBP-R2 agonist	CHRM4 antagonist	M4 PAM	CRFR2-BP antag	M4 ag	M5 ag	CHRM5 antagonist	IDE inh	CHRM5 PAM
CC1Cc2cc(/C(O)=C3/C(=O)C(=O)N(CCCn4ccnc4)C3c3cccnc3)ccc2O1 (stereo not given)	2.9	8	8	3	1	2	-15	-4	8
CC1SCC(=O)N(CC(=O)NC2CCCCC2)C1=O (stereo not given)	4.2	-8	7	-4	0	2	6	1	3
COc1ccccc1CNC(=O)CCn1c(=O)oc2ccccc21	-1.0	4	-2	22	2	-1	0	0	2
CCOCCCNc1nc2c([nH]1)c(=O)n(C)c(=O)n2C	2.3	1	13	-2	0	0	-1	10	-1
O=C(COc1ccc(S(=O)(=O)NC2CCCCC2)cc1)Nc1ccc2c(c1)OCCO2	-0.9	9	-8	4	3	3	5	-1	-11
CCOc1ccc(NC(=O)CN(C)C(=O)c2c(-c3c(F)cccc3Cl)noc2C)cc1OCC	-0.9	-10	1	11	5	0	0	-1	5
CC1(C)C2CCC(C2)C1(C)NC(=O)CN1CCN(Cc2ccccc2)CC1 (stereo not given)	-1.2	-2	-8	-8	1	-8	-10	-2	3
O=C(C1CCN(S(=O)(=O)c2cccnc2)CC1)N1CCN(c2ccccc2Cl)CC1	-1.7	-4	-2	1	6	3	0	6	-2
COC(=O)C1(C(=O)OC)C[C@H](c2ccc(OC)cc2)N(Cc2ccccc2OC)[C@@H]1c1ccccc1	·	-5	-4	·	-1	-1	-10	·	-5
